ADAM17 inh: ADAM17 inhibitors, primary screen, biochemical, QFRET; Disintegrin and metalloproteinase domain-containing protein 17 (Homo sapiens), P78536; recombinant ADAM17, EDANS/DABCYL FRET peptide cleavage; inhibition, % at 6.95 µM; actives 0.83% (n = 370,000); AID 720648, 2013;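 active = inhibition above the mean of compounds lying between control limits plus 3 SD, set per campaign, cut at about 8.5% in these data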;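 note: 0% = DMSO-only wells as the low control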
DAX1 inh-1: DAX1 (NR0B1) inhibitors on StAR promoter, primary screen, cell-based, luminescence, SF-1 (NR5A1), full-length DAX-1 | HEK293T StAR-luciferase reporter, SF-1/DAX-1 repression relief | inhibition, % at 6.8 µM | actives 1.1% (n = 370,000) | AID 652010, 2013;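 active = inhibition above the mean over all tested compounds plus 3 SD, cut at about 3.6% in these data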;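 note: 0% = DAX-1 cells with DMSO and 100% = cells lacking DAX-1 with DMSO; higher inhibition means more luminescence from relief of DAX-1 repression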
PLCg1 inh: PLC-gamma1 enzyme inhibitors, primary screen, biochemical, fluorescence, purified enzyme | 1-phosphatidylinositol 4,5-bisphosphate phosphodiesterase gamma-1 (Homo sapiens), P19174 | fluorogenic substrate | inhibition, % at 12.2 µM | actives 0.84% (n = 370,000); in the data active = inhibition above about 9.5%
SMARCA2 activ: SMARCA2 (BRM) function activators, primary screen, cell-based, luminescence, high throughput | MG213 cells, MMTV-luciferase reporter, dexamethasone, overnight | activation, % at 9.1 µM | actives 1% (n = 370,000) | AID 652017, 2013; in the data active = activation above about 7.8%;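 note: 0% = vehicle wells and 100% = reference activator wells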
PLC-beta3 inh: human PLC-beta3 inhibitors, primary screen, biochemical, fluorescence; 1-phosphatidylinositol 4,5-bisphosphate phosphodiesterase beta-3 (Homo sapiens), Q01970; Purified PLC-beta3, fluorogenic substrate; inhibition, % at 12.2 µM; actives 0.18% (n = 370,000); AID 720704, 2013; in the data active = inhibition above about 11%;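 note: 0% = median of compound wells on plate and 100% = full blocker control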
hgDAF-12 ag: H. glycines DAF-12 receptor agonists, primary screen, cell-based, luminescence, HEK293, GAL4 fusion, UAS-luciferase; HEK293 GAL4-hgDAF12 UAS-luciferase reporter, agonist luminescence; normalized to butyrate control; actives 1.8% (n = 370,000); Nuclear hormone receptor DAF-12 (Heterodera glycines), GAL4 fusion; activation, % at 6.8 µM;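 active = activation above a cutoff set at the mean of all screened compounds plus 3 SD, cut at about 10% in these data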;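 note: 0% = DMSO wells and 100% = sodium butyrate wells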
NR1D1 modulator: modulators of Rev-erb alpha DNA binding, primary screen, biochemical, FITC-DNA, fluorescence polarization, uHTS; Rev-erbα–FITC-DNA binding, 90 min; activity, % at 10 µM; actives 0.79% (n = 370,000); AID 1259318, 2017;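 active = activity above about 14%, limit read from the data; passing the limit was not always enough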;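 note: 0% = DMSO wells with 35 nM protein and 100% = DMSO wells with 750 nM protein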
Target sequence (P20393 whole entry, looked up): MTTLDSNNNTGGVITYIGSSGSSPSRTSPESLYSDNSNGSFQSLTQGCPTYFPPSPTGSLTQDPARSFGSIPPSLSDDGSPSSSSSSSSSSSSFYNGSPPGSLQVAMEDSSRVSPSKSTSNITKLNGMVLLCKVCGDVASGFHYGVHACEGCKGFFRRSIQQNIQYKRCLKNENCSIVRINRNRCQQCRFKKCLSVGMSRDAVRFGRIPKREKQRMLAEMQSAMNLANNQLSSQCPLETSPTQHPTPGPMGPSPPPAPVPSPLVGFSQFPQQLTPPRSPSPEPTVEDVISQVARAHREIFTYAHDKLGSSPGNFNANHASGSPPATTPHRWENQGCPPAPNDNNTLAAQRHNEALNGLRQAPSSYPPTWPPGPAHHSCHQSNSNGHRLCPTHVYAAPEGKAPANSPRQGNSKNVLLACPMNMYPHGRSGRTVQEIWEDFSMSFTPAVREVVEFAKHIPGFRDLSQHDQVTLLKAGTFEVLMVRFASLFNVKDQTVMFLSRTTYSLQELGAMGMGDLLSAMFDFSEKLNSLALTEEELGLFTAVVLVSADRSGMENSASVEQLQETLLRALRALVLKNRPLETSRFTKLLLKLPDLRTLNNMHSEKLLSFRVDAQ
ssDAF12 agonist: S. stercoralis DAF-12 nuclear receptor activators, primary screen, cell-based, luminescence, HEK293, GRIP1 co-expression, lit1-tk-luc | activation, % at 6.8 µM | AID 652126, 2013 | Nuclear hormone receptor DAF-12 (Strongyloides stercoralis) | actives 1% (n = 370,000) | HEK293 ssDAF-12/GRIP1 lit1-tk-luc reporter; % of 3 µM dafachronic acid response;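 active = activation above the mean over all tested compounds plus 3 SD, cut at about 0.9% in these data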;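 note: 0% = DMSO-only wells and 100% = 3 µM delta7-dafachronic acid wells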
MBD2 DNA inh: inhibitors of MBD2 binding to methylated DNA, primary screen, biochemical, TR-FRET, DNA-binding domain, human; MBD2 binding to methylated oligonucleotide; AID 686964, 2013; inhibition, % at 4.4 µM; Methyl-CpG-binding domain protein 2 (Homo sapiens), Q9UBB5; actives 0.31% (n = 370,000); in the data active = inhibition above about 13%
Target sequence (Q9UBB5 whole entry, looked up, the tested form may be a part): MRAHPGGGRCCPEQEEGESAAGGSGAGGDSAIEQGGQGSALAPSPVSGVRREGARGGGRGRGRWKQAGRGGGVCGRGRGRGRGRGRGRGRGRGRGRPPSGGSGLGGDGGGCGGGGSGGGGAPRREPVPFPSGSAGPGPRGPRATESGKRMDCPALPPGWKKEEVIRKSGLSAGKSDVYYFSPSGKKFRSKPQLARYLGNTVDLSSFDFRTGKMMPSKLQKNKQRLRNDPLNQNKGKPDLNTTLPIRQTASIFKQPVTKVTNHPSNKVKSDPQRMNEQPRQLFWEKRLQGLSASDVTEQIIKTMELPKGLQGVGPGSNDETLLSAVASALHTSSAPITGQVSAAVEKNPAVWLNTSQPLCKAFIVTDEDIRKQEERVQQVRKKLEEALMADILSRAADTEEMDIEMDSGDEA
hcDAF12 agonist: H. contortus DAF-12 nuclear receptor activators, primary screen, cell-based, luminescence, HEK293, lit1-tk-luc reporter | HEK293 hcDAF-12 lit1-tk-luc reporter; 0% DMSO, 100% Δ7-dafachronic acid | activation, % at 6.8 µM | actives 1.4% (n = 370,000);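 active = activation above the mean of all tested compounds plus 3 SD, cut at about 5.5% in these data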;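 note: 100% = response to 3 µM Δ7-dafachronic acid high control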
DAX1 inh-2: DAX1 (NR0B1) inhibitors, primary screen, cell-based, HEK293, Gal4-DAX1, luciferase luminescence; inhibition, % at 6.75 µM; actives 0.99% (n = 340,000); AID 504766, 2011; HEK293 Gal4-DAX1 luciferase reporter; Nuclear receptor subfamily 0 group B member 1 (Homo sapiens), P51843;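 active = inhibition above the mean over all tested compounds plus 3 SD, cut at about 4.2% in these data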;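 note: 0% = DAX1-transfected cells with DMSO and 100% = empty-vector control cells with DMSO; inhibition shows as a rise in luminescence from relieved DAX1 repression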
* marks the source's active call; other numbers are inactive results; . = not tested or not shown.

molecule,ADAM17 inh,DAX1 inh-1,PLCg1 inh,SMARCA2 activ,PLC-beta3 inh,hgDAF-12 ag,NR1D1 modulator,ssDAF12 agonist,MBD2 DNA inh,hcDAF12 agonist,DAX1 inh-2
CC[C@]1(C(=O)OC)[C@H]2C(=O)N(C)C(=O)[C@H]2[C@H]2CN=C(SCc3ccccc3)N21,-5,0.4,0,0,0,1.3,-8,-0.7,2,1.9,-0.5
Cc1ccccc1N=C1NC(=O)CS1,3,0.3,0,-1,-1,-0.6,-5,-1.4,-1,0.0,0.1
COc1ccccc1CCC(=O)Nc1ccc(S(=O)(=O)Nc2cc(C)nc(C)n2)cc1,-2,1.1,0,0,-7,-0.7,-3,-1.2,-4,0.1,0.2
CC(C)CNC(=O)c1c(N)n(/N=C/c2ccccn2)c2nc3ccccc3nc12,1,-0.5,2,8.5*,0,-1.0,-13,-1.0,-6,-1.5,0.7
COc1ccccc1CNC(=O)CNC(=O)N1CC(=O)Nc2ccccc21,-5,1.0,0,1,2,3.9,0,-0.8,0,-2.1,1.2
CC(C)c1nn2c(=O)cc(O)nc2s1,-2,0.3,-2,-4,-6,2.3,-1,-1.0,2,-2.1,0.9
CC(C)CN(C(=O)c1ccc(=O)n(C)n1)c1c(N)n(Cc2ccccc2)c(=O)[nH]c1=O,-7,-1.1,6,-2,-1,-0.9,-3,-1.1,0,-0.7,0.0
O=C(O)CC1c2ccccc2CCN1S(=O)(=O)c1ccccc1 (stereo unspecified),0,0.3,1,2,-4,-2.0,-3,-0.7,5,-0.2,.
COCCNC(=O)C(c1ccccc1C)N(C(=O)Cn1nnc2ccccc21)c1cccnc1 (stereo unspecified),-11,-0.3,4,-8,1,2.4,-1,-0.2,8,0.5,1.3
CC1C(=O)Nc2ccc(S(=O)(=O)N3CCN(c4cccc(Cl)c4)CC3)cc2NC1=O (stereo unspecified),2,-2.3,4,-1,4,-1.1,-1,-1.3,2,-1.5,-0.4
COc1cccc(NC(=O)N(Cc2cc3cc(C)cc(C)c3[nH]c2=O)CC2COCCO2)c1 (stereo unspecified),4,0.6,11*,-3,10,0.0,1,-0.7,-4,-1.2,-0.2
CCC(=O)Nc1c(C)cc(C)cc1Cl,-3,0.0,-1,1,1,3.4,-2,-1.5,-3,-0.2,0.3
CCN(CC)c1ccc(-c2nn3c(-c4n[nH]c5c4CCC5)nnc3s2)cc1,-4,-0.2,-2,-1,-6,-3.0,6,-1.2,-4,-1.2,-1.3
COC(=O)Oc1ccc(/C=C/C(=O)OC(C)C)cc1OC(=O)OC,-3,3.3,-46,-1,-58,9.5,5,-1.0,10,-1.1,-0.3
O=C(CCl)NN1C(=O)NC2(CCCCC2)C1=O,-2,-1.6,1,-5,2,-5.8,-2,-1.4,-1,-1.6,1.1
c1ccc(-n2nnnc2N2CCOCC2)cc1,-4,-0.1,3,1,2,-1.8,-2,-0.7,2,-1.5,0.1
O=C(CNc1ccc2ccccc2c1)N/N=C/c1ccccn1,-7,-0.5,-7,-2,-16,2.1,4,-1.0,-8,1.7,.
COc1ccc(N2C(=O)c3ccccc3NC(=O)C2C(=O)NCCc2ccccc2F)cc1 (stereo unspecified),-6,2.2,-4,-2,-1,0.9,2,-1.4,1,-0.9,.
COc1ccc(NC(=O)NC2(C(=O)N3CCCC(C)C3)CCCCC2)cc1 (stereo unspecified),-1,0.0,-1,-1,-6,2.2,3,-0.5,3,-0.2,0.1
CN(C(=O)COC(=O)C1COc2ccccc2O1)c1c(N)n(Cc2ccccc2)c(=O)[nH]c1=O (stereo unspecified),-2,-0.5,-3,5,1,0.2,-6,-0.5,0,4.6,1.3
COc1ccc(CNC(=O)N2CCN(c3cccc(C)c3C)CC2)cc1OC,-1,-0.2,-2,-4,-8,-2.0,6,-1.8,2,-3.9,-1.3
COc1ccc(CCC(=O)OCC(=O)NCc2ccc3c(c2)OCO3)cc1,1,-0.4,-3,-2,-8,-1.3,0,-0.8,1,-0.5,0.5
Cc1nn(-c2ccccc2)c(C)c1NC(=O)COC(=O)c1ccccc1,-2,-0.3,-2,1,-5,0.6,-3,-1.4,-3,3.0,0.5
O=S1(=O)c2ccc(N3CCN(Cc4ccccc4F)CC3)cc2Oc2ccccc2CN1Cc1cn(Cc2cccc(C(F)(F)F)c2)nn1,1,-1.6,-1,-3,-4,-0.5,11,-1.1,4,-1.6,.
CC(Oc1ccc(F)cc1)C(=O)Nc1ccccc1C(=O)NC1CC1 (stereo unspecified),0,-0.5,2,-1,-4,0.8,8,-0.7,-3,-1.4,-0.7
O=C(NCc1cc(Cl)cc(Cl)c1)c1ccc2nc([C@@H]3O[C@H](CO)[C@@H](O)[C@H]3O)[nH]c2c1,-5,0.3,-3,-2,2,-1.2,6,-1.2,-1,-0.3,.
CC(OC(=O)CN1C(=O)NC2(CCCC2)C1=O)C(=O)Nc1cccc(Cl)c1Cl (stereo unspecified),-2,-0.6,1,-1,-10,-0.4,-5,-0.4,3,-1.4,0.6
O=C(COc1ccc(Cl)cc1Cl)N/N=C/C1CC=CCC1 (stereo unspecified),-5,-0.4,3,1,-4,0.4,6,-1.1,2,-0.5,1.4
O=S(=O)(NCC1CCN(c2ccc(S(=O)(=O)N3CCOCC3)cc2)CC1)c1ccccc1,1,-0.9,2,-3,-2,-3.9,5,-0.8,-9,-2.0,0.1
CCCOc1ccc(C(=O)N2CC3(CC(c4cccc(NC(=O)[C@@H]5CCC(=O)N5)c4)=NO3)C[C@H]2C(=O)NC2(C(N)=O)CC2)cc1 (stereo partly specified),0,0.6,-3,0,0,-0.6,1,-1.3,-4,-0.7,0.6

Next part.
molecule,ADAM17 inh,DAX1 inh-1,PLCg1 inh,SMARCA2 activ,PLC-beta3 inh,hgDAF-12 ag,NR1D1 modulator,ssDAF12 agonist,MBD2 DNA inh,hcDAF12 agonist,DAX1 inh-2
NC(=O)c1cc(S(=O)(=O)N2CCCC2)ccc1OCCOc1ccccc1,-4,-0.2,3,-1,-2,-0.9,6,-1.4,5,2.4,-0.9
COC(=O)c1cc(=O)n(CCc2ccc(OC)cc2)c(=Nc2ccc(F)c(Cl)c2)s1,-4,0.4,1,-2,1,0.6,9,-1.0,-4,-0.3,-0.3
CCn1c(-c2ccc(OC)c(OC)c2)n[nH]c1=S,-3,0.3,-1,1,-1,-1.9,-3,-1.0,1,-1.9,1.1
COCCn1c(-c2cccs2)csc1=Nc1cccnc1,-6,-1.3,-6,-4,-14,-1.2,-3,-0.9,7,-1.5,0.1
COCCOc1ccc(C(F)(F)F)cc1NC(=O)CN1C(=O)NC(C)(c2ccc3c(c2)OCO3)C1=O (stereo unspecified),12*,-1.3,5,-3,-6,-3.8,1,-1.0,4,-2.0,7.6*
COc1ccccc1NC(=O)Nc1nn(C)c2cccc(OC)c12,-4,0.2,3,-2,-4,0.3,5,-1.2,6,-1.5,2.3
COc1ccc(NC(=O)COC(=O)C2CCN(S(=O)(=O)c3ccccc3)CC2)cc1Cl,5,-0.9,-3,-1,-6,2.2,2,-1.4,1,1.0,-0.3
COc1ccc(OC)c2nc3c(C(=O)NCCN(C)C)cccc3nc12,-5,0.8,0,21*,2,2.1,1,0.1,53*,11*,0.8
Cc1cnc(C(=O)N2CCN(c3ccc(C(F)(F)F)cn3)CC2)cn1,-2,0.0,1,-2,-4,-0.1,-4,-1.4,1,-0.7,-0.1
CSCCC(NC(=O)c1ccc(Cl)cc1)C(=O)O (stereo unspecified),0,-0.5,-2,1,-8,2.3,5,-1.3,2,-0.5,2.4
Cc1c(NC(=O)c2c(NC(=O)CNC3CC3)sc3c2CCCC3)c(=O)n(-c2ccccc2)n1C,-2,-0.1,0,-4,-1,-2.6,7,-1.1,-2,-1.5,-3.0
Cc1ccnc(NC(=O)/C=C/c2ccccc2Cl)c1,-79,5.3*,-21,4,-31,13*,8,1.4*,3,8.9*,-2.5
CCOCCn1c(CN2CCN(c3ccc(OC)cc3)CC2)nc2c1c(=O)n(C)c(=O)n2C,5,-0.9,4,0,6,0.4,-4,-1.2,-6,-2.1,-0.9
Cc1ccc(-n2ncc3c(=O)[nH]c(SCC(=O)N4CCCCC4)nc32)cc1,0,2.5,0,-1,-2,0.9,-4,-0.9,-1,-0.7,0.3
O=C(COC(=O)c1ccccc1C(=O)c1ccccc1)Nc1ccc(SC(F)F)cc1,9.0*,-0.5,-1,-2,2,3.4,-1,-1.9,1,0.6,-1.5
COc1cc2c(cc1OC)C(c1cc(OC)c(OC)c(OC)c1)NCC2 (stereo unspecified),0,-0.3,1,-1,0,1.8,5,-0.7,2,-0.6,-0.8
Cc1ccccc1C(=O)NC1CCN(C(=O)NC2CCCCC2)CC1,-2,-0.3,1,-2,-4,-1.4,-2,-1.0,4,-0.1,0.2
CN(Cc1ccccc1)C(=O)c1ccccc1NC(=O)c1ccccc1,0,-0.8,0,0,1,-0.6,1,-1.7,-7,-1.4,0.1
Cc1cccnc1Nc1nc(-c2ccccc2)cs1,1,3.7*,3,3,2,13*,-1,1.7*,5,14*,4.1
O=C(CN(C(=O)CCC(=O)Nc1nccs1)c1ccc(F)c(Cl)c1)NCC1CCCO1 (stereo unspecified),-2,-0.2,0,-1,-1,-0.2,-2,-1.1,-3,1.3,-2.2
CC(C)Oc1ccc(S(=O)(=O)N2CCOCC2)cc1NC(=O)C(C)Oc1ccc(F)cc1 (stereo unspecified),3,-3.0,3,-2,-4,-1.4,7,-0.5,3,-1.7,-0.2
CCC1(O)CC2CN(CCc3c([nH]c4ccccc34)C(C(=O)OC)(c3cc4c(cc3OC)N(C=O)C3C(O)(C(=O)OC)C(OC(C)=O)C5(CC)C=CCN6CCC43C65)C2)C1 (stereo unspecified),-5,5.2*,-1,-1,-3,-6.8,1,-0.5,3,1.7,2.5

Arranged by the number under ssDAF12 agonist (smallest number first): three from the list above
structure	ssDAF12 agonist
CN(Cc1ccccc1)C(=O)c1ccccc1NC(=O)c1ccccc1	-1.7
COC(=O)c1cc(=O)n(CCc2ccc(OC)cc2)c(=Nc2ccc(F)c(Cl)c2)s1	-1.0
COc1cc2c(cc1OC)C(c1cc(OC)c(OC)c(OC)c1)NCC2 (stereo unspecified)	-0.7

Source: PubChem
